EBNA-1 inhibitor: blocks EBNA-1 binding to DNA; AID 1950; hit rate 0.34% among 300,000; inhibition, % at 14.8 µM; EBNA-1 DNA binding, fluorescence polarization; in the data active = inhibition above about 28%
ZTA counter: blocks Epstein-Barr virus ZTA, an EBNA-1 counter-screen; inhibition, % at 11 µM; ZTA-DNA binding, fluorescence polarization; hit rate 0.15% among 320,000; P03206; in the data active = inhibition above about 33%
PAFAH2 inh: PAFAH2 (human) inhibition; Q99487; hit rate 0.99% among 340,000; recombinant PAFAH2, FP-rhodamine activity probe, fluorescence polarization; inhibition, % at 3.39 µM; AID 492956;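 active = inhibition above the mean over all tested compounds plus 3 SD, cut at about 30% in these data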;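 note: inhibitors block probe labeling of enzyme so polarization drops; 0% = enzyme with DMSO and 100% = wells lacking PAFAH2 protein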
LYPLA1 counter: counter-screen for PME1 inhibitors: inhibitors of human LYPLA1. O75608. recombinant LYPLA1, FP-Rh probe fluorescence polarization. inhibition, % at 5.9 µM. hit rate 0.16% among 320,000;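 active = inhibition above the mean of all tested compounds plus 3 SD, set per campaign, cut at about 14% in these data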;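 note: inhibitors block serine hydrolase probe labeling of LYPLA1 so polarization falls; 0% = enzyme with DMSO and 100% = wells lacking LYPLA1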
PAD4 inh: blocks human protein arginine deiminase 4; hit rate 0.41% among 330,000; Q9UM07; inhibition, % at 6.36 µM; recombinant PAD4, RCA probe fluorescence polarization;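 active = percent inhibition above a cutoff equal to the mean of all tested compounds plus 3 SD, cut at about 15% in these data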;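 note: 0% = PAD4 with RCA probe and DMSO and 100% = probe without PAD4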
PREPL inhibitor: inhibitors of human prolyl oligopeptidase-like enzyme PREPL | Q4J6C6 | hit rate 0.68% among 320,000 | recombinant PREPL, fluorescence polarization activity-based probe | inhibition, % at 5.96 µM; in the data active = inhibition above about 43%;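 note: 0% = enzyme with DMSO and 100% = wells lacking enzyme; many of its hits are not listed in these tables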
Target sequence (Q4J6C6 whole entry, looked up): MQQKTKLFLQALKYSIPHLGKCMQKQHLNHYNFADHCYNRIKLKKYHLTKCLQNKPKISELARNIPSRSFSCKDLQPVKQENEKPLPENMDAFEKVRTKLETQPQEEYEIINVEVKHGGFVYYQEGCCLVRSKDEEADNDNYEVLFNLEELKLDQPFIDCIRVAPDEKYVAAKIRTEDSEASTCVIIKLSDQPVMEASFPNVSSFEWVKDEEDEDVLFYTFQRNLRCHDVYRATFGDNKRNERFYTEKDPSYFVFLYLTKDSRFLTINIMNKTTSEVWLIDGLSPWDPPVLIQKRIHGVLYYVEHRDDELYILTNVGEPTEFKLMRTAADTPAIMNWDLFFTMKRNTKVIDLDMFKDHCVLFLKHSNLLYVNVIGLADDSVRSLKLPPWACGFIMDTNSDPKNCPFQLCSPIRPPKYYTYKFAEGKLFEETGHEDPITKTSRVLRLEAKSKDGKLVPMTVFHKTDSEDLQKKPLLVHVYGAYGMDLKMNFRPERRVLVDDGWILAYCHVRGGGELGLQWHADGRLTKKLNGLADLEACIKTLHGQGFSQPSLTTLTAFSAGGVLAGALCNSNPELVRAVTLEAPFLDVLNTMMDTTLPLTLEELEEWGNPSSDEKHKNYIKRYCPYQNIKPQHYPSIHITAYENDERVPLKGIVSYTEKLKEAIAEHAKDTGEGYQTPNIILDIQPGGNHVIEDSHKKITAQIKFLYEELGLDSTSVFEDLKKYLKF
GSTO1 inh: blocks human GSTO1 in RBBP9 counter-screen. recombinant GSTO1, activity-based probe fluorescence polarization. P78417. hit rate 1.1% among 300,000. AID 1974. inhibition, % at 5.96 µM;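 active = inhibition above the campaign mean inhibition plus 3 SD, cut at about 35% in these data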;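 note: 0% = GSTO1-1 with DMSO and 100% = wells lacking GSTO1-1 enzyme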
PAFAH1B3 FP inh: PAFAH1B3 (human) inhibition; recombinant PAFAH1B3, FP-rhodamine probe, fluorescence polarization; inhibition, % at 3.39 µM; hit rate 0.28% among 340,000;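 active = inhibition above the screen-wide average of all tested compounds plus 3 SD, cut at about 25% in these data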;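 note: 0% = enzyme with DMSO only and 100% = wells lacking PAFAH1B3 protein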
LYPLA2 counter: blocks human lysophospholipase 2, a PME1 counter-screen; inhibition, % at 5.9 µM; recombinant LYPLA2, FP-Rh probe fluorescence polarization; hit rate 0.38% among 320,000; O95372; AID 2177;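 active = inhibition above the screen-wide mean plus 3 SD, limit set per campaign, cut at about 26% in these data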;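 note: 0% = LYPLA2 with DMSO and 100% = wells lacking LYPLA2 enzyme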
Target sequence (O95372 whole entry, looked up): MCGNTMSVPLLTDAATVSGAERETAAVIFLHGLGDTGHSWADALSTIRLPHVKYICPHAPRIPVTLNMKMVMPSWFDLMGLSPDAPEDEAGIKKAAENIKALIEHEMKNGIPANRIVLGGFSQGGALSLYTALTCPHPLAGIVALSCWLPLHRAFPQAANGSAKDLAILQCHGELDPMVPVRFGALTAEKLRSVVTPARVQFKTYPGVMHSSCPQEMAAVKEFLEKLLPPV
The depositor's hits bear a star; · = no result given.

Start of the data: the first 5 records as a preview:
SMILES	EBNA-1 inhibitor	ZTA counter	PAFAH2 inh	LYPLA1 counter	PAD4 inh	PREPL inhibitor	GSTO1 inh	PAFAH1B3 FP inh	LYPLA2 counter
COc1ccccc1N1CCN(S(=O)(=O)c2cn(C)nc2C)CC1	6	-9	-1	4	-4	2	-1	0	6
CC1(C)Cc2c(cnn2-c2ccccc2)-c2c1c1ccccc1n2CC(O)CCl (stereo unspecified)	4	-8	13	-1	3	28	22	14	6
O=C1c2nccnc2C(=O)N1c1ccc(C(F)(F)F)cc1	5	7	3	0	1	22	-7	2	5
Cc1ccc(N2C(=O)C3C(C2=O)N2C(c4cccs4)C4C(=O)N(c5ccc(C)cc5)C(=O)C4N2C3c2cccs2)cc1 (stereo unspecified)	4	9	-13	-5	2	-11	1	-9	-5
CC(O)[C@H]1CNC(=O)C(=O)N1CC1CCCCC1 (stereo partly specified)	-9	-10	2	-1	-4	0	-3	10	-3

Main list, repeating the preview:
SMILES	EBNA-1 inhibitor	ZTA counter	PAFAH2 inh	LYPLA1 counter	PAD4 inh	PREPL inhibitor	GSTO1 inh	PAFAH1B3 FP inh	LYPLA2 counter
COc1ccccc1N1CCN(S(=O)(=O)c2cn(C)nc2C)CC1	6	-9	-1	4	-4	2	-1	0	6
CC1(C)Cc2c(cnn2-c2ccccc2)-c2c1c1ccccc1n2CC(O)CCl (stereo unspecified)	4	-8	13	-1	3	28	22	14	6
O=C1c2nccnc2C(=O)N1c1ccc(C(F)(F)F)cc1	5	7	3	0	1	22	-7	2	5
Cc1ccc(N2C(=O)C3C(C2=O)N2C(c4cccs4)C4C(=O)N(c5ccc(C)cc5)C(=O)C4N2C3c2cccs2)cc1 (stereo unspecified)	4	9	-13	-5	2	-11	1	-9	-5
CC(O)[C@H]1CNC(=O)C(=O)N1CC1CCCCC1 (stereo partly specified)	-9	-10	2	-1	-4	0	-3	10	-3
CCOC(=O)C1=C(OCc2ccc(Cl)cc2)C2C=C(C)C=CC2N=C1 (stereo unspecified)	-3	-14	-6	1	1	12	4	5	5
C[C@H](NC(=O)[C@@H]1Cc2ccccc2CN1)C(=O)Nc1ccc2c(c1)OCCO2	-10	4	4	1	-6	15	4	4	1
COc1ccccc1C(=O)Nc1ccccc1SC(=O)c1ccccc1OC	-2	-4	3	-7	80*	2	-4	6	0
COCCN(C(=O)c1ccco1)c1nnc(-c2ccc(OC)c(OC)c2)s1	-3	-11	0	-1	-3	1	-1	-3	11
CN(CC(=O)OCC(=O)NC(=O)c1cccn1C)S(=O)(=O)c1ccc(Cl)cc1	3	-26	8	2	4	23	4	12	-8
O=C(Nc1ccc(Cl)cc1)[C@@H]1[C@@H]2C(=O)N(c3cccc(F)c3)C(=O)[C@@H]2[C@H]2C=CC=NN21	4	14	30	-1	-4	6	-14	-5	-3
COc1ccc(OC)c(-n2nnnc2SCC(=O)NCc2ccc3c(c2)OCO3)c1	8	2	5	0	0	-5	1	-8	-3
OC(CN1CCN(c2cccc(Cl)c2)CC1)c1ccccc1 (stereo unspecified)	6	-3	4	-1	5	4	4	10	6
S=C(Nc1ccccc1)N(Cc1ccccc1)Cc1ccncc1	4	-10	-9	-2	0	4	14	9	-2
COc1ccc(CN(C(=O)c2ccccc2Br)C2CCS(=O)(=O)C2)cc1 (stereo unspecified)	3	6	6	-1	-2	4	1	3	0
Cn1cc(CC(=O)NCc2ccc(F)cc2)c2ccccc21	-5	-19	-2	-1	-6	-7	4	1	6
CCS(=O)(=O)c1nc(S(=O)(=O)c2ccc(Cl)cc2)c(NCc2ccco2)s1	10	4	2	-6	1	5	-1	-4	-4
COc1cccc(-n2cn[nH]c2=S)c1	10	7	-1	1	-2	-3	1	2	4
COc1ccc(N2C(=O)CC(Sc3n[nH]c(-c4cccc(C)c4)n3)C2=O)cc1 (stereo unspecified)	7	22	·	-4	0	1	-5	·	3
COc1ccc([C@@H]2C[C@H]3CN(c4ccccc4)C(=O)[C@]34CCCN24)c(OC)c1OC	-7	-5	-3	-1	-1	1	-1	6	-2
Cc1ccc(C2(c3noc(CN4CCOCC4)n3)CCCC2)cc1	-4	10	-3	-1	-2	-13	0	5	0
CC(C)OC(=O)c1cc2c(ccn2-c2ccc(F)cc2)n1CC(=O)N1CCN(C(=O)c2ccco2)CC1	-7	1	16	-2	0	47*	4	8	-2
COc1ccc(Br)cc1S(=O)(=O)N1CCCC1	-9	9	-4	-3	3	6	6	0	5
Cc1ccc([N+](=O)[O-])cc1N=C(c1ccc([N+](=O)[O-])cc1)N1CCOCC1	7	9	-2	-2	-1	-1	2	7	7
Oc1cc2c(cc1O)CN(C(=S)NCCc1ccc(Cl)cc1)CCC2	-1	4	6	-12	1	37	0	15	-7
Cn1ccsc1=NC(=O)c1ccc(CS(C)(=O)=O)cc1	1	5	0	1	-3	0	7	1	0
Cc1nn(CC(=O)Nc2ccccn2)c(C)c1[N+](=O)[O-]	-15	4	-1	1	-6	15	-1	7	0
CSc1nnc(-c2ccc(O)cc2)n1C	-1	3	-1	-1	1	13	-1	1	2
CCOC(=O)N1CCN(CCC(=O)Nc2ccc(OC)cc2)CC1	-5	-4	-2	4	0	16	5	2	4
CSc1nc(C)c2c(n1)N(c1cccc(C)c1)CC2	-5	9	7	1	-3	10	-8	-7	-1

Part of the list above with just EBNA-1 inhibitor, LYPLA2 counter and PAFAH2 inh:
SMILES	EBNA-1 inhibitor	LYPLA2 counter	PAFAH2 inh
CSc1nnc(-c2ccc(O)cc2)n1C	-1	2	-1
CCOC(=O)N1CCN(CCC(=O)Nc2ccc(OC)cc2)CC1	-5	4	-2

Entries of single compounds, looked up by structure.
CC(C)OC(=O)c1cc2c(ccn2-c2ccc(F)cc2)n1CC(=O)N1CCN(C(=O)c2ccco2)CC1 is entered as EBNA-1 inhibitor = -7; ZTA counter = 1; PAFAH2 inh = 16; LYPLA1 counter = -2; PAD4 inh = 0; PREPL inhibitor = 47*; GSTO1 inh = 4; PAFAH1B3 FP inh = 8; LYPLA2 counter = -2
Cc1ccc(C2(c3noc(CN4CCOCC4)n3)CCCC2)cc1 is entered as EBNA-1 inhibitor = -4; ZTA counter = 10; PAFAH2 inh = -3; LYPLA1 counter = -1; PAD4 inh = -2; PREPL inhibitor = -13; GSTO1 inh = 0; PAFAH1B3 FP inh = 5; LYPLA2 counter = 0

The list continues.
SMILES	EBNA-1 inhibitor	ZTA counter	PAFAH2 inh	LYPLA1 counter	PAD4 inh	PREPL inhibitor	GSTO1 inh	PAFAH1B3 FP inh	LYPLA2 counter
CCc1ccc(-c2nc(-c3ccncc3)no2)cc1	3	-8	1	-3	-2	-16	-6	3	0
O=c1[nH]n(-c2ccccc2)c(=O)c(Cl)c1Cl	-14	-8	-3	-1	-2	17	3	-1	-1
COC(=O)c1nn(-c2ccc(C)cc2)c2nnc(Cc3ccccc3)c(=O)n12	0	-1	4	-5	0	6	0	-2	-6
O=C(Nc1cccc(S(=O)(=O)N2CCOCC2)c1)C12CC3CC(CC(C3)C1)C2	·	·	8	·	2	12	·	10	·
COC(=O)CN1C2=NCCCN2c2ccccc21	-4	9	0	1	-1	5	4	3	2
O=C(Nc1nnc(-c2cccs2)o1)C1CC1	13	13	2	4	0	-1	3	4	5
O=C(O)CCCNS(=O)(=O)c1ccc2c(c1)OCCCO2	5	7	-1	-4	-20	4	7	-3	2
Cc1nn(-c2ccccc2)c(Cl)c1/C=C1/C(=N)N2N=C(C(C)C)SC2=NC1=O	-3	0	0	-4	-2	3	-1	4	-2
Cc1[nH]c2ccc(C(=O)NCCN3CCCCCC3)cc2c1C	-4	-3	4	-1	-1	61*	0	5	-5
CN(C)c1ccc(C(=O)N2CCCC2)cc1	4	3	-8	-1	-2	6	-5	7	12
CC(=O)c1ccc(N2CCN(S(=O)(=O)c3ccc4c(c3)CC(C)N4C(C)=O)CC2)cc1 (stereo unspecified)	-5	2	-1	2	-2	-55	1	-7	2
Cc1ccnc2nc(C(=O)OCC(=O)NCCc3ccccc3)nn12	5	-1	-4	3	3	23	2	16	11
CCOC(=O)COc1ccc(S(=O)(=O)N2CCN(C(=O)OCC)CC2)cc1	8	-2	-2	-2	3	2	6	7	4
COc1cc(NC(=O)Cn2ccsc2=N)cc(OC)c1	5	0	1	-3	4	-18	-1	1	-1
c1ccc(Cn2c(NCc3ccncc3)nc3ccccc32)cc1	-2	12	9	3	4	17	1	10	7
Cc1c(NC(=O)c2cccs2)c(=O)n(-c2ccccc2)n1C	10	6	5	1	1	0	12	6	-3
O=C(NC(=S)Nc1ccc(NC(=O)c2cccs2)cc1)c1cc2ccccc2o1	69*	26	-4	-7	0	-11	-9	1	-15
Cc1ccc(OCCN2CCCCCC2)c(C)c1	10	1	7	-1	-1	14	-2	9	-4
Cc1ccsc1/C=C(\C#N)C(=O)Nc1c(C)n(C)n(-c2ccccc2)c1=O	-7	-15	2	-1	-1	-1	2	-3	2
Cc1sc2ncn(CC(=O)N(C)C3CCCCC3)c(=O)c2c1C	-5	-6	6	0	-4	3	16	-4	4
CCC(=O)NC(Nc1ccccn1)(C(=O)OC)C(F)(F)F (stereo unspecified)	-10	-1	-1	-1	0	1	2	2	-1
CCOC(=O)CCC(NC(=O)CCCC(=O)NC(CCC(=O)OCC)C(=O)OCC)C(=O)OCC (stereo unspecified)	6	0	-2	-5	-2	12	1	7	-10
CCC1(C)Cc2c(C#N)c(N)n(-c3ccccc3)c(=O)c2CO1 (stereo unspecified)	5	-5	-3	-2	-1	2	2	6	6
O=C(O)c1ccc(C(=O)C(=O)c2ccccc2)cc1	-17	-10	-5	2	2	-2	5	9	3
Cc1csc(NC(=O)CSc2nc(=O)cc(N)n2-c2ccc(F)cc2)n1	3	-4	11	-3	7	-6	-2	6	-10
CSc1nc2ccc(NC(=O)CSc3nnc(N)s3)cc2s1	10	4	0	1	0	2	-2	5	-2
Cc1sc(NC(=O)CSc2nnc(C)c(=O)[nH]2)c(C#N)c1C	0	-5	6	2	2	2	33	2	-1
CC#CCCCC(=O)Nc1cc(OC)nc(OC)n1	13	-6	14	2	0	-6	6	8	3
O=C(Nc1ccccc1)c1ccsc1	2	-2	9	-4	4	12	2	1	1
CC12CCC(C(=O)NCc3ccccc3Cl)(OC1=O)C2(C)C (stereo unspecified)	8	8	2	-1	2	0	-17	6	4
CC1=C/C(=C\c2ccc(Br)o2)C(=O)O1	-6	-2	4	-1	-7	6	3	-2	3
CCC(C)(C)n1nnnc1C(c1cc(OC)ccc1OC)N1CCN(Cc2ccccc2)CC1 (stereo unspecified)	4	-1	5	0	0	22	0	12	21

Screening results: PubChem, The Scripps Research Institute Molecular Screening Center

These rows are one share of the data (hit frequency here may not be typical).
